# From PubChem
# Bcl-xL primary: inhibitors of human Bcl-xL, primary screen, biochemical, fluorescence polarization, HTS; inhibition, % at 10.9 µM; AID 2129, 2009; 320,000 tested, 0.7% active; GST-Bcl-xL / FITC-Bim BH3 peptide fluorescence polarization; Bcl-2-like protein 1 (Homo sapiens), Q07817;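 active = inhibition above the mean of all tested compounds plus 3 SD, cutoff set per campaign, cut at about 30% in these data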;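 also: 0% = DMSO wells and 100% = unlabeled Bim-BH3 peptide competitor; inhibitors lower millipolarization by displacing the labeled peptide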
# Target sequence (Q07817 whole entry, looked up): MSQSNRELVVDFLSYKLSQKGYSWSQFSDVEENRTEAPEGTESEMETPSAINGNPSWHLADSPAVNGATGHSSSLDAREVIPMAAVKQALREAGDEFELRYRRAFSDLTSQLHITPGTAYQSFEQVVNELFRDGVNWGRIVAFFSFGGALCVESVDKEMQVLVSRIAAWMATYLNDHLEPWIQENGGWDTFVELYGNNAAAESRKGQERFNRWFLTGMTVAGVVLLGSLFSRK
# MEX-5 binding: MEX-5 zinc finger RNA-binding disruptors – biochemical, C. elegans, fluorescence polarization, MLPCN library, primary screen; 300,000 tested, 0.38% active; activity score (negative = inhibition of binding), % at 10 µM; Zinc finger protein mex-5 (Caenorhabditis elegans), Q9XUB2; MEX-5/FITC-TCR2 RNA binding; stronger effect = lower value;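 active = inhibition past about -25% in most replicates, and total fluorescence under double the plate's negative control median, limit read from the data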;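 also: 0% = DMSO and -100% = 5 µM competing unlabeled TCR2 RNA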
# GRK2 aptamer HTS: compounds blocking aptamer binding on GRK2 – biochemical, human GRK2, bead flow cytometry, HTS, primary screen; Beta-adrenergic receptor kinase 1 (Homo sapiens), P25098; FAM-aptamer displacement from GRK2; inhibition of aptamer binding, % at 10 µM; 330,000 tested, 0.59% active; AID 488847, 2010;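 active = inhibition of aptamer binding above 40%, roughly 3 SD of noise, on plates passing a quality check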;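 also: median bead fluorescence of bound FAM aptamer so fluorescent compounds give negative values; no value below 0 was filed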
# MCL1 BIM primary: inhibitors of MCL1 binding to BIM-BH3, primary screen, biochemical, fluorescence polarization; Induced myeloid leukemia cell differentiation protein Mcl-1 (Homo sapiens), Q07820; 320,000 tested, 0.68% active; AID 2057, 2009; inhibition, % at 10.9 µM; GST-MCL1 / FITC-Bim-BH3 fluorescence polarization;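 active = inhibition above the mean inhibition of all tested compounds plus 3 SD, set per campaign, cut at about 40% in these data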;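 also: 0% = DMSO wells and 100% = unlabeled Bim-BH3 peptide control; higher means more loss of mP so more displacement of Bim peptide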
# Target sequence (Q07820 whole entry, looked up): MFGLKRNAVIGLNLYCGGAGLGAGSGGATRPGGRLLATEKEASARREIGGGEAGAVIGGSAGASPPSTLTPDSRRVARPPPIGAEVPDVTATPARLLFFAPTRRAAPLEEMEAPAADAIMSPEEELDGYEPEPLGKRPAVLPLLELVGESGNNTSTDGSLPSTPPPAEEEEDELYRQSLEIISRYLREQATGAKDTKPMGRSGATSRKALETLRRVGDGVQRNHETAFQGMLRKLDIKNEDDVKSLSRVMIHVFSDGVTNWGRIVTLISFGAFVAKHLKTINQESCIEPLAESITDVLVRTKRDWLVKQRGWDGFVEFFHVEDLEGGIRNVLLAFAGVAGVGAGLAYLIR
# VLA-4 inh: inhibition in human VLA-4 binding assay, primary screen, VLA-4 allosteric modulator project, MLPCN library, flow cytometry, VLA-4 expressing cells; ligand binding flow cytometry; inhibition, % (about 7 µM as worked out from the volumes in the protocol); 330,000 tested, 0.2% active; AID 2557, 2010; in the data active = inhibition above about 50%
# Fam108B inh: mouse Fam108B serine hydrolase inhibitors, primary screen, counter-screen for RBBP9 inhibitor project, biochemical, fluorescence polarization. 300,000 tested, 0.33% active. inhibition, % at 9.51 µM. recombinant Fam108B, FP-Rh probe fluorescence polarization;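 active = inhibition above the screen mean inhibition plus 3 SD, computed separately per campaign, cut at about 18% in these data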;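 also: inhibitors lower polarization as less probe binds the enzyme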
# CIT2-GFP yeast: modulators of CIT2-GFP expression in yeast, primary screen, S. cerevisiae, GFP fusion, multiplex flow cytometry, MLPCN library | S. cerevisiae CIT2-GFP strain, 3 h; 100 means same as DMSO wells | GFP response vs DMSO, % at 10 µM | 320,000 tested, 0.065% active;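 active = GFP response relative to DMSO above a set limit, near the screen mean plus 3 SD, cut at about 150% in these data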;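 also: ratio of well median GFP fluorescence to mean of DMSO wells on the plate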
# AGP1-GFP MLPCN: modulators of AGP1-GFP expression in yeast TOR pathway, primary screen, cell-based, multiplex flow cytometry, S. cerevisiae, MLPCN library; 3 h; GFP as percent of DMSO wells; GFP response vs DMSO, % at 10 µM; 320,000 tested, 0.02% active;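 active = GFP response relative to DMSO above a set limit, near screen average plus 3 SD, cut at about 150% in these data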;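 also: median GFP channel fluorescence of the gated AGP1 strain per well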
# GLD-1 RNA inh: GLD-1/TGE RNA complex disruptors, primary screen, biochemical, fluorescence polarization; Female germline-specific tumor suppressor gld-1 (Caenorhabditis elegans), Q17339; purified GLD-1 + fluorescein TGE RNA; inhibition, % at 5.96 µM; 320,000 tested, 0.44% active; AID 2280, 2010;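 active = percent inhibition above a per-plate cutoff, the plate mean of test compounds plus 3 SD, cut at about 30% in these data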;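 also: 0% = DMSO wells with GLD-1 and probe and 100% = wells lacking GLD-1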
# Target sequence (Q17339 whole entry, looked up): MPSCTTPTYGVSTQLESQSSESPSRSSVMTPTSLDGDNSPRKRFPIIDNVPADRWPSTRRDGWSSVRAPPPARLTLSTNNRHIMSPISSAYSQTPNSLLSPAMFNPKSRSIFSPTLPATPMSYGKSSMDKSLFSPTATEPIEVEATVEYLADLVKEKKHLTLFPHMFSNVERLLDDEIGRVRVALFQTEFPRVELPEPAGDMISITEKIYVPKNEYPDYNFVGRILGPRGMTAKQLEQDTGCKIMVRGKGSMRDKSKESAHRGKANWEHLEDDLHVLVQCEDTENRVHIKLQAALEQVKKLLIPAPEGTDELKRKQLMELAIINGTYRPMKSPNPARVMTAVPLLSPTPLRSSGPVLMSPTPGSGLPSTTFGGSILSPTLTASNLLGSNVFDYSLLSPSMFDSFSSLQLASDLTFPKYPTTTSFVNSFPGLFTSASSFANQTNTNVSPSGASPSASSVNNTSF
# An asterisk follows results filed as active; . = no result given.
entry | Molecule | Bcl-xL primary | MEX-5 binding | GRK2 aptamer HTS | MCL1 BIM primary | VLA-4 inh | Fam108B inh | CIT2-GFP yeast | AGP1-GFP MLPCN | GLD-1 RNA inh
1 | CC1Cc2nc(SCC(=O)Nc3ccc4c(c3)OCO4)n(CCc3ccccc3)c(=O)c2S1 (centres undefined) | -1.8 | 0.1 | 0.0 | 3.0 | 14.5 | 2.5 | 106.1 | 95.3 | 2.2
2 | CC(CN1CCC(n2nccc2NC(=O)c2ccccc2Cl)CC1)c1ccccc1 (centres undefined) | 33.4* | -18.0 | 0.0 | 33.2 | -0.3 | 0.5 | 100.5 | 102.7 | 6.3
3 | COc1cc2c(cc1NC(=O)CSc1nccn1C)oc1ccccc12 | -5.8 | -0.1 | 0.0 | -2.7 | 12.6 | -1.5 | 92.9 | 90.0 | 6.2
4 | O=C1c2ccccc2C(=O)N1CCOc1ccccc1Cl | 5.6 | -1.2 | 0.0 | 2.9 | 10.1 | 2.5 | 91.3 | 90.8 | 1.1
5 | O=C(N/N=C/c1ccccc1F)NC12CC3CC(CC(C3)C1)C2 | -4.1 | -0.6 | 0.0 | 4.1 | 5.5 | -6.7 | 95.8 | 86.3 | 1.5
6 | CC(C)(CNc1ccc(S(=O)(=O)C(F)(F)F)cc1[N+](=O)[O-])N1CCOCC1 | -1.7 | 0.7 | 0.0 | -7.9 | 21.7 | 2.0 | 97.8 | 98.7 | 2.9
7 | COc1ccccc1CNc1nc(=S)[nH]c2cc(OC)c(OC)cc12 | 11.6 | -0.4 | 0.0 | 7.9 | 8.3 | 0.7 | 103.8 | 101.2 | 4.5
8 | O=C(c1ccccc1Oc1nnnn1-c1ccccc1)N1CCOCC1 | 2.7 | -1.8 | 3.0 | -3.9 | -13.5 | 1.3 | 104.2 | 105.1 | -1.9
9 | CC(=O)Nc1nc(-c2ccccc2)ns1 | 3.0 | -0.3 | 0.0 | 4.3 | 2.2 | 1.4 | 89.1 | 98.0 | 12.1
10 | COc1ccccc1N1CCN(S(=O)(=O)CCNC(=O)c2cccc(F)c2)CC1 | 0.5 | 0.0 | 0.0 | 4.8 | 9.6 | 6.3 | 100.8 | 100.4 | 15.3
11 | COc1ccc(CN2CCOCC2)cc1 | 4.2 | 0.4 | 2.0 | 9.6 | -4.8 | 2.3 | 93.5 | 91.6 | 4.5
12 | COc1ccc(NC(=O)Cc2nnc(SCC(=O)NC3CCCCC3C)n2C)cc1 (centres undefined) | -5.4 | -1.8 | 0.0 | -9.4 | 6.0 | 3.2 | 99.6 | 100.5 | -2.3
13 | O=C(CN1C(=O)COc2ccc(S(=O)(=O)N3CCOCC3)cc21)NCc1ccco1 | 4.0 | -2.4 | 4.0 | -1.3 | -26.8 | -0.6 | 105.9 | 109.3 | 8.2
14 | CN(C(=O)COC(=O)c1cccs1)c1c(N)n(Cc2ccccc2)c(=O)[nH]c1=O | -4.5 | 2.2 | 0.0 | 0.8 | 5.2 | -0.6 | 113.7 | 112.4 | 4.8
15 | O=C(c1ccc(Cl)c(S(=O)(=O)NCc2ccco2)c1)N1CCN(c2ccccc2F)CC1 | 3.6 | 0.1 | 2.0 | 1.5 | 2.1 | 4.8 | 99.7 | 104.8 | -5.1
16 | CN(C)C(=O)NC(Nc1cccc([N+](=O)[O-])c1)C(Cl)(Cl)Cl (centres undefined) | 6.3 | -1.7 | 2.0 | 8.1 | 14.8 | -3.1 | 101.9 | 103.8 | 1.6
17 | O=[N+]([O-])c1ccc(C2=Nn3cnnc3SC2)cc1 | -3.8 | -0.7 | 2.0 | -2.3 | -207.7 | 2.5 | 104.4 | 99.3 | -0.4
18 | Fc1ccc(CN2CCN(c3ncccn3)CC2)c(F)c1 | 0.5 | -0.5 | 0.0 | -3.3 | 13.3 | -2.0 | 98.9 | 94.2 | -8.6
19 | Cc1c(OCc2nn[nH]n2)ccc2c3c(c(=O)oc12)CCCC3 | 12.4 | 0.3 | 0.0 | 18.4 | 0.4 | 0.4 | 97.2 | 102.3 | 6.6
20 | CCOC(=O)c1c(/N=C/C2=C(O)CCCC2=O)sc2c1CCCC2 | 10.1 | -2.6 | 0.0 | 6.2 | -5.1 | -1.2 | 94.9 | 92.4 | -0.2
21 | O=[N+]([O-])c1ccc(N/N=C/C=C/c2ccco2)cc1 | -34.6 | . | 0.0 | -70.1 | -33.7 | 3.2 | 97.7 | 91.9 | -57.4
22 | COc1ccc(S(=O)(=O)N2CCN(C(=O)c3cc(-c4ccccc4OC)n[nH]3)CC2)cc1 | 4.1 | -0.3 | 3.0 | 3.0 | -18.9 | -4.0 | 103.8 | 109.4 | -1.3
23 | Cn1cc(C[C@H](NC(=O)OC(C)(C)C)C(=O)N[C@H](CO)Cc2ccccc2)c2ccccc21 | -0.8 | -2.1 | 0.0 | -8.1 | 2.3 | 3.6 | 86.8 | 87.5 | 1.4
24 | Cc1nn(CCOc2ccccc2)c(=O)n1-c1cccc(F)c1 | 0.6 | -0.5 | 0.0 | -0.6 | 22.7 | -3.4 | 107.9 | 104.1 | 3.5
25 | COC(=O)C1CCN(C(=O)COc2ccc(N(C)S(=O)(=O)c3ccc(C)cc3)cc2)CC1 | -0.1 | . | 0.0 | -3.0 | 4.4 | . | 88.1 | 98.2 | 0.8
26 | Cc1nc(Cc2nnc(SC(C)C(=O)N3c4ccccc4NC(=O)C3(C)C)o2)cs1 (centres undefined) | -1.3 | . | 0.0 | 5.9 | 16.1 | . | 85.0 | 93.4 | -3.0
27 | O=C(COC(=O)CCc1c[nH]c(=O)[nH]1)Nc1cccc(Cl)c1 | 9.8 | -5.7 | 0.0 | 13.6 | 12.3 | -0.5 | 83.7 | 92.5 | 21.6
28 | Cc1cc(NC(=O)c2ccccc2C)n(-c2cccc(F)c2)n1 | 2.9 | 1.7 | 100.0* | 1.9 | 7.6 | -0.4 | 96.9 | 129.1 | 2.4
29 | CCc1nc(N2CCN(S(=O)(=O)c3ccc(Br)cc3)CC2)c2c(C)c(C)sc2n1 | 4.8 | 1.3 | 0.0 | 6.6 | -13.6 | -3.3 | 102.9 | 104.0 | 0.5
30 | COC(=O)COc1ccc(-n2cnnn2)cc1 | -1.5 | 1.4 | 0.0 | -0.1 | -8.0 | -3.8 | 102.3 | 104.2 | 3.1

# Additional entries
entry | Molecule | Bcl-xL primary | MEX-5 binding | GRK2 aptamer HTS | MCL1 BIM primary | VLA-4 inh | Fam108B inh | CIT2-GFP yeast | AGP1-GFP MLPCN | GLD-1 RNA inh
31 | Cc1ccc(NC(=O)CN(C)C(=O)CSc2nnc(C)s2)cc1 | . | . | 0.0 | . | 13.4 | . | 96.6 | 96.3 | 3.9
32 | O=C(CN1CCN(Cc2ccc(F)cc2Cl)C1=O)NCc1cccs1 | -1.6 | 0.8 | 1.0 | -7.2 | 4.2 | 2.3 | 96.6 | 97.8 | 5.8
33 | Cc1ccc(C)c(NC(=O)C2CCN(C(=O)c3cccs3)CC2)c1 | 1.3 | -0.4 | 3.0 | 4.2 | -1.1 | 0.9 | 97.4 | 106.2 | -13.8
34 | Cc1[nH]c2ccc(F)cc2c1CCN(Cc1ccncc1)C(=S)Nc1ccccc1 | -3.1 | 3.5 | 2.0 | 0.9 | 30.5 | 1.8 | 97.5 | 94.6 | 1.2
35 | Cc1ccc(N=C2NC(=O)S/C2=C\c2ccco2)cc1 | 23.3 | -3.1 | 0.0 | 25.9 | -5.5 | 1.8 | 97.1 | 92.1 | -3.6
36 | Cc1ccccc1-n1ncc(C(C)NC(=O)c2ccccc2)c1C (centres undefined) | 9.9 | -1.6 | 0.0 | 13.5 | 23.5 | 2.4 | 101.5 | 104.7 | 3.2
37 | COc1ccccc1NC(=O)Cn1cc(C(=O)C(=O)N2CCOCC2)c2ccccc21 | 0.0 | -1.3 | 2.0 | 2.7 | -21.9 | 1.2 | 93.7 | 106.6 | -6.3
38 | COc1ccc(C(CNC(=O)c2ccc(OCc3ccccc3)cc2)N2CCOCC2)cc1 (centres undefined) | 2.5 | . | 0.0 | 3.5 | -1.6 | . | 92.2 | 89.0 | 0.9
39 | CCc1cc(C(=O)N2CCCC(C(=O)c3ccc(Cl)cc3)C2)no1 (centres undefined) | 5.2 | 1.4 | 0.0 | -3.3 | 7.7 | 0.7 | 104.4 | 100.5 | -6.4
40 | O=C(COC(=O)c1cccc(Br)c1)NCCC1=CCCCC1 | 3.4 | 1.5 | 0.0 | -0.6 | -5.3 | -5.1 | 94.8 | 101.2 | 3.1
41 | Clc1ccc(OCCCCN2CCc3ccccc3C2)cc1 | 4.4 | -0.8 | 0.0 | 5.8 | 4.5 | 0.1 | 107.8 | 106.1 | 3.6
42 | CC1Cc2ccccc2N1C(=O)CCn1cccn1 (centres undefined) | 5.2 | -1.1 | 0.0 | 4.4 | 14.4 | 2.9 | 108.1 | 100.8 | 5.2
43 | Nc1c(C(=O)N2CCOCC2)oc2ccccc12 | 3.1 | 0.6 | 0.0 | 7.7 | 8.7 | -2.6 | 102.8 | 91.0 | 7.8
44 | N#Cc1ccsc1NC(=O)COC(=O)C1=NNC(=O)CC1 | 6.4 | . | 1.0 | 31.0 | 16.2 | . | 95.1 | 95.0 | 2.8
45 | O=C(c1cc2nc(-c3ccco3)cc(C(F)(F)F)n2n1)N1CCN(c2ccccc2)CC1 | 2.8 | -0.2 | 0.0 | 5.2 | -9.5 | -3.3 | 91.3 | 91.5 | 3.8
46 | Cc1cc(C)cc(N2C(=O)C3C4C=CC(C4)C3C2=O)c1 (centres undefined) | 9.0 | 0.0 | 0.0 | 15.4 | 1.6 | 0.9 | 95.5 | 90.4 | 4.7
47 | Cc1ccc(C)c(S(=O)(=O)N2CCCC2CNC(=O)C(=O)NCCN2CCOCC2)c1 (centres undefined) | 2.5 | 0.7 | 0.0 | -0.3 | 9.7 | -2.2 | 94.2 | 106.0 | 4.3
48 | Cc1ccc(S(=O)(=O)N2CCC(C(=O)Nc3nnc(-c4ccco4)s3)CC2)cc1 | -2.0 | -1.0 | 0.0 | 1.2 | -6.2 | -1.0 | 107.1 | 108.2 | -0.7
49 | O=C(Nc1ccn(Cc2ccccc2F)n1)c1ccc(COc2ccc(Cl)cc2Cl)o1 | 2.3 | 0.3 | 0.0 | -12.0 | 11.5 | -24.6 | 92.3 | 95.3 | 4.1
50 | COc1ccccc1CN(C)C(C)C(=O)Nc1cccc(C(C)=O)c1 (centres undefined) | 4.3 | 3.2 | 0.0 | 0.8 | -2.0 | -3.1 | 98.6 | 107.5 | 3.7
51 | CCSc1ccccc1C(=O)Nc1ccc([N+](=O)[O-])cc1OC | 6.7 | 0.6 | 0.0 | 9.3 | 12.2 | 3.8 | 94.7 | 93.0 | -6.9
